Compound activity: PubChem, several laboratories
MT1-MMP act inh: MT1-MMP (human) activation inhibition. P50281. HT1080 RFP-PRO-GFP cells, GFP/RFP ratio fluorescence, overnight; percent of plate control window, DMSO zero. GFP/RFP ratio change, % at 20 µM. actives 0.061% (n = 360,000). AID 651647;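 active = GFP/RFP ratio change of at least 30% with cell ATP level not reduced by more than half and red fluorescence within 50% of control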; note: strong numbers were not always called active
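Test system: HT1080 RFP-PRO-GFP cells; Benchmarks: DMSO and RFP-L50D-GFP cell wells; Timing: cells overnight before dosing, compound overnight, 37 °C, 5% CO2; Compound: one 20 µM compound dose with 1% DMSO; Read-out: GFP/RFP fluorescence ratio.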
MsrA act: bovine methionine sulfoxide reductase A activation. actives 0.3% (n = 360,000). purified bovine MsrA, absorbance read-out. AID 602163. activation, % at 10.6 µM; in the data active = activation above about 7.5%;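 note: 0% = vehicle and 100% = reference activator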
TbMetRS inhib: Trypanosoma brucei MetRS inhibition | purified T. brucei MetRS, ATP depletion, Kinase-Glo luminescence | inhibition, % at 11.9 µM | actives 0.4% (n = 360,000) | AID 624268;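 active = inhibition above a per-plate cutoff of the control wells' mean inhibition plus 3 SD, cut at about 5.5% in these data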;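 note: 0% = DMSO wells median and 100% = median of wells with control inhibitor compound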
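Assay system: T. brucei methionyl-tRNA synthetase, purified | Medium: HEPES buffer with MgCl2, KCl, DTT, spermine, BSA, pyrophosphatase | Compound: 11.9 µM single point | Incubation: 15 min enzyme-compound preincubation, 2 h reaction, 10 min detection, 25 °C | Measured by: Kinase-Glo luciferase luminescence reporting remaining unconsumed ATP | Measure: % inhibition normalized to control-well medians | Replication: Singlicate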
SKN-1 inh: blocks SKN-1 activity in C. elegans | AID 624304 | actives 0.49% (n = 360,000) | inhibition, % at 21.8 µM | C. elegans VP596 Pgst-4::GFP/RFP ratio, acrylamide-induced, 24 h;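 active = interference check ratio from 0.5 to 1.5 plus GFP to RFP signal ratio inhibition reaching or exceeding a fixed threshold, cut at about 30% in these data, passing the limit was not always enough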; note: some compounds called inactive have numbers as strong as hits
eLon inh: inhibitors of E. coli Lon protease. actives 0.42% (n = 360,000). inhibition, % at 7.94 µM. P0A9M0. purified E. coli Lon protease, fluorescence polarization; in the data active = inhibition above about 13%, passing the limit was not always enough;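 note: 0% = enzyme with probe and DMSO and 100% = no enzyme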
MsrA inh: bovine MsrA inhibition. purified bovine MsrA, absorbance read-out. inhibition, % at 15.5 µM. actives 0.75% (n = 360,000). AID 651718; in the data active = inhibition above about 4.5%;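 note: 0% = vehicle wells with enzyme and 100% = reference inhibitor wells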
PABP1 MLLE inh: inhibitors of microRNA-mediated deadenylation, human PABP1 MLLE binding | P11940 | GST-MLLE / FITC-PAM2 fluorescence polarization | inhibition, % at 20 µM | actives 0.36% (n = 360,000) | AID 588489; in the data active = inhibition above about 35%, passing the limit was not always enough;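 note: plate controls were DMSO wells with GST-MLLE for no effect and wells lacking GST-MLLE protein for full effect; some results filed as inactive read as strong as hits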
Target sequence (P11940 whole entry, looked up): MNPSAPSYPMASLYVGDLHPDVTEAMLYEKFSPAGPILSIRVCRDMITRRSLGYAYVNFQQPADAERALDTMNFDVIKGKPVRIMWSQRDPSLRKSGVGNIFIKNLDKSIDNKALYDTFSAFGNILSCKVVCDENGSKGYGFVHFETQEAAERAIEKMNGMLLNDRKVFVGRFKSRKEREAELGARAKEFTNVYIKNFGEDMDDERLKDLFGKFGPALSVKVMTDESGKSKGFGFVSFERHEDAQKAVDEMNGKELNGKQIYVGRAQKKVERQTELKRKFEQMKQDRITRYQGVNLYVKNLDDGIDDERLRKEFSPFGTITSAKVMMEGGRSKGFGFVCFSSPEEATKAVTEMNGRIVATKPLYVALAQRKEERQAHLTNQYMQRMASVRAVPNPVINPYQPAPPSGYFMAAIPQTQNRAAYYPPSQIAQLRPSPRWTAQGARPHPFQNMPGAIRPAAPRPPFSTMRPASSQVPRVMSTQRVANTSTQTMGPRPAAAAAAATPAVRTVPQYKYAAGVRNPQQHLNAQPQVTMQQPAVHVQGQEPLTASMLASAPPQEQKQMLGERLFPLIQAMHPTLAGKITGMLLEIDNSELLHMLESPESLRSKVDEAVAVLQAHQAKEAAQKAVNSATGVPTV
CendR NRP1 mod: alters CendR peptide binding to human NRP-1; actives 0.85% (n = 360,000); inhibition, % at 25 µM; AID 602438; FAM-RPARPAR peptide binding to NRP-1, fluorescence polarization;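 active = inhibition or corrected inhibition above about 18%, plus a signal ratio from 0.5 to 1.5, limit read from the data, passing the limit was not always enough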; note: strong numbers were not always called active
FAS TE block: inhibitors of human fatty acid synthase thioesterase domain | P49327 | recombinant FAS-TE, OMFH fluorogenic substrate, fluorescence endpoint | inhibition, % at 15 µM | actives 0.67% (n = 360,000) | AID 602261;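 active = compounds whose normalised, plate-corrected inhibition of enzyme fluorescence in the single-dose primary screen is 50% or more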;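 note: 0% = DMSO with enzyme and 100% = substrate without enzyme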
Numbers without * were called inactive; i = inactive; nt = not tested or not shown. Rows were taken by chance, and some 4% of all compounds hit somewhere here.

| mol | MT1-MMP act inh | MsrA act | TbMetRS inhib | SKN-1 inh | eLon inh | MsrA inh | PABP1 MLLE inh | CendR NRP1 mod | FAS TE block |
| --- | --- | --- | --- | --- | --- | --- | --- | --- | --- |
| O=C(NC1CCCC1)C(c1ccncc1)N(C(=O)Cc1cccs1)c1ccccc1 (stereo unspecified) | 2 | -4 | -0.6 | -5 | -3 | 2.0 | -1 | 3 | -5 |
| CSc1nnc(C)c(=O)n1COC(=O)COc1ccc(Cl)cc1Cl | 8 | -1 | -0.1 | 3 | 5 | -0.6 | 2 | -5 | 0 |
| O=C(C1=C[C@H](C2CCCCC2)C[C@H](OCCCCO)O1)N1CCN(Cc2ccc3c(c2)OCO3)CC1 | 1 | -5 | 0.3 | 3 | 4 | nt | 1 | 0 | 19 |
| CCCOc1ccc(/C=c2\sc3ncnn3c2=O)cc1 | 1 | -2 | -0.9 | -4 | -3 | 0.4 | 10 | -4 | -5 |
| NC(=O)CSc1nnc(NC(=O)c2ccc(S(=O)(=O)N3CCCCC3)cc2)s1 | 2 | -4 | -0.3 | 21 | 13 | 0.4 | -63 | 7 | -5 |
| C[C@H](CO)N1C[C@H](C)[C@H](CN(C)S(=O)(=O)c2ccccc2)Oc2ccc(NC(=O)NC3CCCCC3)cc2CC1=O | -4 | 1 | -0.5 | 8 | 2 | 0.5 | 7 | 6 | -5 |
| Cc1ccccc1OC(=O)Cn1c(C(F)(F)F)nc2ccccc21 | 5 | 0 | -1.6 | -1 | -3 | 1.7 | 4 | -3 | -10 |
| O=C(c1cc2cc(Br)ccc2o1)N1CCCC1 | 0 | 0 | 0.2 | 10 | 2 | 1.8 | 16 | -1 | -6 |
| S=C1NCN(Cc2cccnc2)CN1c1cccc2ccccc12 | 0 | 2 | -0.4 | 20 | 0 | 1.2 | -63 | 9 | -3 |
| Cn1c(=O)c(NC2CCCCC2)c2c3c(cccc31)C(=O)c1ccccc1-2 | -147 | -4 | 0.3 | -55 | 118* | -0.3 | i | 132 | -146 |
| Cc1ccc(-n2nnnc2-c2cnc(N3CCCC3)nc2C(F)(F)F)cc1 | -3 | 2 | 0.3 | 10 | -2 | 1.0 | -3 | -9 | 30 |
| COc1cc(C(=O)OC(C)C(=O)Nc2ccc3c(c2)OCCO3)cc(OC)c1OC (stereo unspecified) | 3 | -4 | -0.4 | 6 | -2 | 0.2 | 5 | 7 | 3 |
| CCOC(=O)c1ccc(NC(=O)CSc2nnc(-c3ccncc3)n2C)cc1 | 4 | -2 | -0.2 | 6 | -5 | 0.5 | -6 | 2 | -6 |
| Cc1ccc(NS(=O)(=O)c2ccc(-n3cccn3)cc2)cc1Cl | -3 | 0 | -0.1 | 5 | 2 | -0.7 | 1 | -1 | 11 |
| COc1ccc(S(=O)(=O)c2cnc3ccccc3n2)cc1 | -6 | -3 | 2.2 | 3 | 5 | 2.0 | -10 | 4 | 16 |
| Cc1nnc(SCC(=O)N2CCCC2)n1-c1ccc(F)cc1 | 0 | -2 | -0.7 | 15 | 3 | -1.6 | -16 | 0 | 3 |
| COc1cnc(-c2ccccn2)nc1Oc1ccccc1 | 1 | -3 | -0.9 | 10 | 10 | 0.6 | 3 | -14 | -4 |
| Cc1ccccc1C1CC(=O)NC2=C1C(=O)CCC2 (stereo unspecified) | 0 | -4 | -1.5 | -20 | -8 | -0.2 | 4 | -47 | -7 |
| Cc1ccn2c(=O)c(NC(=O)c3cccc4ccccc34)c(C)nc2c1 | 5 | -3 | 0.0 | 2 | -2 | 2.4 | 0 | -14 | -7 |
| CC(OC(=O)c1cc(Br)ccc1O)C(=O)NC1(C#N)CCCCC1 (stereo unspecified) | -5 | -1 | 0.1 | 23 | -8 | -1.6 | 5 | 8 | 2 |
| CCN1C(=O)CSc2ccc(C(=O)NC3CCCCC3)cc21 | 1 | 0 | -0.1 | 15 | 2 | 0.8 | -12 | -4 | -4 |
| O=C(Nc1ccnn1C1CCN(Cc2ccccc2OC(F)F)CC1)c1cccc(F)c1 | 0 | -3 | 0.6 | 25 | -8 | 0.0 | -4 | 6 | 2 |
| O=C(CNS(=O)(=O)c1ccccc1)NCC(=O)OCc1ccc(Cl)cc1 | 0 | -4 | -1.2 | -4 | -3 | 0.7 | 1 | -1 | -4 |
| O=C(Nc1ccc2ccccc2c1)c1ccc(NS(=O)(=O)c2ccc(Br)s2)cc1 | 0 | -3 | 0.5 | 18 | -8 | -0.2 | -4 | -12 | 16 |
| COc1cccc2cc(C(=O)CS(=O)(=O)c3ccc(Cl)cc3)c(=O)oc12 | -3 | -3 | -0.1 | 2 | -6 | 0.7 | 4 | -22 | -6 |
| COC(=O)C(NS(=O)(=O)c1ccccc1Br)C(C)C (stereo unspecified) | 1 | -11 | 0.3 | -3 | 5 | -0.7 | 6 | 10 | -13 |
| Cc1cccc(-n2nnnc2SCC(=O)NC2CCCC2)c1 | 1 | -13 | 0.0 | -7 | -4 | 0.6 | 11 | 12 | -5 |
| CCn1cc(CN2CCC(C(=O)Nc3cccc(-c4cccc(OC)c4)c3)CC2)cn1 | 0 | -3 | -0.2 | 21 | 9 | -0.5 | 1 | 23 | -4 |
| FC(F)(F)c1nnc(-c2ccccc2)nc1Sc1ccc(Cl)cc1 | -12 | 1 | -0.2 | 6 | -14 | 1.0 | 15 | -7 | 25 |
| Cc1cc(N2CCC(C)CC2)n2nc(C)c(-c3ccccc3)c2n1 | -4 | 0 | 0.1 | 24 | 2 | 0.9 | 1 | -3 | 25 |

Continuation:
smiles,MT1-MMP act inh,MsrA act,TbMetRS inhib,SKN-1 inh,eLon inh,MsrA inh,PABP1 MLLE inh,CendR NRP1 mod,FAS TE block
CCC/C(=C1/c2ccccc2C(=O)N1c1ccccc1)c1ccc(O[C@@H]2CCCCO2)cc1,1,-2,-0.1,1,-7,0.8,-2,-27,38
O=C(OCC#CCSc1nnc(-c2ccccc2)o1)c1cc2ccccc2o1,3,-2,-0.5,5,2,0.6,-4,4,26
COc1ccc(C)cc1S(=O)(=O)N1CCN(c2cccc(C(F)(F)F)c2)CC1,-5,-2,-0.2,-7,-4,0.1,-8,0,22
CCC(C)c1ccccc1N=Cc1ccc2c(c1)OCO2 (stereo unspecified),0,1,0.0,-15,-7,0.1,3,-10,16
Cc1cc(NC(=O)COC(=O)CNC(=O)c2cccs2)c([N+](=O)[O-])cc1C,1,-6,-0.4,19,-2,-1.0,-15,-8,-3
Cc1ccc(C2OC3=C(C(=O)CC(C)(C)C3)C(N)=C2C#N)o1 (stereo unspecified),-6,-3,-1.1,6,4,-0.9,37,-6,-3
CCOc1ccc(NS(=O)(=O)c2ccc(OCC(=O)N3CCCC3)cc2)cc1,2,-3,-0.5,2,2,-0.3,-7,2,-9
CCOc1ccc(N(C(C)=O)C2C=CS(=O)(=O)C2)cc1 (stereo unspecified),0,-3,-0.4,-2,-5,-0.6,-2,-12,-6
O=C(NC1=NCCS1)c1ccccc1OCc1ccc(F)cc1,0,-10,-0.8,-1,13,0.6,-2,8,-3
CCOC(=O)C1=NN(c2ccccc2)C(c2ccccc2)CC1=O (stereo unspecified),-10,-8,-0.4,-3,-8,1.2,8,6,-4
COc1ccc(-c2cc(C(=O)Nc3c(C)n(C)n(-c4ccccc4)c3=O)c3ccccc3n2)cc1,8,-1,-0.5,17,8,0.4,-2,-4,0
COc1cccc(CC(=O)OCC(=O)NCC(=O)Nc2cccc(C)c2C)c1,-2,-7,-0.4,4,7,0.3,3,14,-8

An excerpt from above in order of count of non-hydrogen atoms, ascending.
smiles,MT1-MMP act inh,MsrA act,TbMetRS inhib,SKN-1 inh,eLon inh,MsrA inh,PABP1 MLLE inh,CendR NRP1 mod,FAS TE block
CCOc1ccc(N(C(C)=O)C2C=CS(=O)(=O)C2)cc1 (stereo unspecified),0,-3,-0.4,-2,-5,-0.6,-2,-12,-6
CCC(C)c1ccccc1N=Cc1ccc2c(c1)OCO2 (stereo unspecified),0,1,0.0,-15,-7,0.1,3,-10,16
Cc1ccc(C2OC3=C(C(=O)CC(C)(C)C3)C(N)=C2C#N)o1 (stereo unspecified),-6,-3,-1.1,6,4,-0.9,37,-6,-3
O=C(NC1=NCCS1)c1ccccc1OCc1ccc(F)cc1,0,-10,-0.8,-1,13,0.6,-2,8,-3
Cc1cc(N2CCC(C)CC2)n2nc(C)c(-c3ccccc3)c2n1,-4,0,0.1,24,2,0.9,1,-3,25
Cc1cc(NC(=O)COC(=O)CNC(=O)c2cccs2)c([N+](=O)[O-])cc1C,1,-6,-0.4,19,-2,-1.0,-15,-8,-3
CCOc1ccc(NS(=O)(=O)c2ccc(OCC(=O)N3CCCC3)cc2)cc1,2,-3,-0.5,2,2,-0.3,-7,2,-9
CCC/C(=C1/c2ccccc2C(=O)N1c1ccccc1)c1ccc(O[C@@H]2CCCCO2)cc1,1,-2,-0.1,1,-7,0.8,-2,-27,38
COc1ccc(-c2cc(C(=O)Nc3c(C)n(C)n(-c4ccccc4)c3=O)c3ccccc3n2)cc1,8,-1,-0.5,17,8,0.4,-2,-4,0

Next records follow.
smiles,MT1-MMP act inh,MsrA act,TbMetRS inhib,SKN-1 inh,eLon inh,MsrA inh,PABP1 MLLE inh,CendR NRP1 mod,FAS TE block
N#Cc1nc(-c2ccc(F)cc2)oc1N1CCCC1,2,-10,1.2,1,-13,4.1,-3,9,6
CC(C)CC(NC(N)=O)C(=O)NCCc1ccc(Cl)cc1 (stereo unspecified),-1,-3,0.4,11,-1,-1.5,-13,0,-1
CS(=O)(=O)Nc1nc2n(n1)C(c1ccccc1)CC(c1ccccc1)N2 (stereo unspecified),0,0,0.5,3,1,1.4,-5,10,-2
CCOc1cccc2cc(C(=O)NCc3ccccc3Cl)c(=O)oc12,0,-3,-0.4,10,-1,-0.1,5,-1,9
CN(C)c1nc(N(C)C)nc(N2CC(=O)N(c3ccccc3)C2=N)n1,-4,-1,0.1,2,5,1.0,-5,-12,-2
C=C(C)COc1ccc(-c2ncncc2-c2ccccc2)c(O)c1,-4,-1,-0.4,-11,-5,2.3,9,-1,21
CCCCNC(=O)Nc1cc(C(=O)OC)ccc1Cl,-2,0,0.7,-6,-4,0.4,-3,-4,-1
COC(=O)c1c(C)[nH]c(C(=O)OCc2csc(CC(=O)Nc3ccccc3C)n2)c1C,2,0,-0.1,7,-10,0.6,-15,-14,-1
COCCN(CC(=O)Nc1cccc(C)c1C)C(=O)c1cc2ccccc2cc1OC,10,-11,0.0,-20,1,0.0,8,-2,-7
Cc1ccc(NC(=O)C2CCCN(S(=O)(=O)c3cnc[nH]3)C2)c(Br)c1 (stereo unspecified),1,4,-0.2,10,-7,1.3,-11,8,-6
Cc1ccc(SCCC(=O)N/N=C/c2ccncc2)cc1,1,-2,1.1,8,0,-0.9,-7,-7,-4
